AMA1-RON2 inh = disrupts binding of P. falciparum AMA1 to RON2. AlphaScreen AMA1-biotinylated RON2 peptide binding. Potency, µM (doses to about 58.2 µM), without a hit: top-dose activity change, negative = inhibition, hits mostly inhibitors. hit rate 0.2% among 360,000;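 further: potency means the concentration at half of the fitted maximal effect; 0% = vehicle wells and -100% = peptide control; nearly all actives have a fitted effect of over 45% in size; some results filed as inactive show a strong effect at the top dose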
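AMA1 (3D7) with his tag at 25 nM final met compounds first, then biotinylated RON2 peptide at 25 nM; detection used donor plus acceptor beads, 10 µg/mL apiece, read by AlphaScreen after 30 min at room temperature.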
HCMV inh = blocks human cytomegalovirus replication; HFF cells, HCMV-luciferase reporter, 72 h; active compounds read low; hit rate 4.5% among 410,000; activity change, negative = inhibition, % at 57.5 µM; in the data active means activity change below about -60%; inconclusive means no clear call, values can overlap the other calls; inactive means above about -39%
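Two-dose cell screen: HFF monolayers treated with compounds and infected with luciferase-expressing HCMV at 1 PFU/cell, 72 h at 37C, then lysed for luciferase measurement.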
AmpC detergent = AmpC beta-lactamase inhibition with detergent present; AmpC hydrolysis of nitrocefin, absorbance 480 nm, 0.01% Triton; Potency, µM (top dose mostly 114 µM), inactives show at the top dose activity change, negative = inhibition, hits mostly inhibitors; hit rate 0.041% among 370,000;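 further: potency means the concentration at half of the fitted maximal effect; 0% = no-compound wells and -100% = no-enzyme wells; nearly all actives have a fitted effect of over 25% in size; some results filed as inactive show a strong effect at the top dose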
Target sequence (P00811 whole entry, looked up): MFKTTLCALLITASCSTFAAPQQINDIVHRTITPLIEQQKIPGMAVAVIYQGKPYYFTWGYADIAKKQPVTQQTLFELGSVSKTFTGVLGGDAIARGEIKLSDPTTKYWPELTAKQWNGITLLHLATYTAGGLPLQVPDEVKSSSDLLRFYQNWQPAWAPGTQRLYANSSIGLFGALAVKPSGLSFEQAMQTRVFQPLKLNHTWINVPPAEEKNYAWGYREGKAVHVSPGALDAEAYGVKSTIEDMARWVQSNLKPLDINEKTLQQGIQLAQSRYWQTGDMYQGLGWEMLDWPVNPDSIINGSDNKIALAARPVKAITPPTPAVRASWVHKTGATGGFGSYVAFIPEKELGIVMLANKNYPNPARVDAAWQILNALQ
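20 mM phosphate pH 7.0 + 0.01% (detergent screen) or 0.0001% Triton X-100; 5.3 nM AmpC reagent; cpd preinc 15 min RT; nitrocefin (800 uM stock) to start; A480 q20 s × 4 min; Activity was normalised to no-enzyme and no-compound control wells.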
TbPYK inhibitor = T. brucei pyruvate kinase inhibition. Q57TT1. TbPYK enzyme, Kinase-Glo Plus ATP luminescence, 45 min. Potency, µM (series often up to 76.8 µM), for inactives: at the highest dose activity, negative = inhibition, usual class: inhibitors. hit rate 0.12% among 410,000; further: potency means the concentration at half of the fitted maximal effect; nearly all actives have a fitted effect of over 50% in size
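T. brucei PYK with substrate was exposed to pin-transferred compounds across a concentration series, then started with 130 uM ADP (final). After 45 min at room temperature, Kinase-Glo Plus luminescence was read, normalized and curve-fitted.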
HCV inh = blocks hepatitis C virus; Huh7.5.1 HCVcc-Cre infection, luciferase reporter, 44 h; Potency, µM (titrated, usually from 41.8 µM), inactives show at the top dose activity change, negative = inhibition, most hits filed as inhibitors; hit rate 3.4% among 340,000; AID 651820; further: potency means the concentration at half of the fitted maximal effect
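Reporter virus HCVcc-Cre (~0.5 moi) infects cells exposed to compound; seeding density 1,000 cells/well with 4 h settling beforehand. Luminescence, 15 sec read, taken 44 h post-infection following a 15 min RT substrate incubation.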
AmpC inh no detg = blocks E. coli AmpC beta-lactamase in detergent-free assay; P00811; AmpC nitrocefin hydrolysis, absorbance 480 nm, 0.0001% Triton; Potency, µM (top dose mostly 57.1 µM), inactives show at the highest dose activity change, negative = inhibition, usual class: inhibitors; hit rate 0.52% among 330,000; AID 485341;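 further: potency means the concentration at half of the fitted maximal effect; plate controls were no compound for no effect and no enzyme for full effect; nearly all actives have a fitted effect of over 20% in size; some results filed as inactive show a strong effect at the top dose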
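20 mM phosphate pH 7.0 + 0.01% (detergent screen) or 0.0001% Triton X-100; 5.3 nM AmpC reagent; cpd preinc 15 min RT; nitrocefin (800 uM stock) to start; A480 q20 s × 4 min; Activity was normalised to no-enzyme and no-compound control wells.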
LmPK inh = LmPK (Leishmania mexicana) enzyme inhibition. Q27686. purified LmPK, Kinase-Glo ATP luminescence, 1 h. Potency, µM (doses to about 57.5 µM), without a hit: at the highest dose activity change, negative = inhibition, actives largely listed as inhibitors. hit rate 0.37% among 290,000. AID 1721; further: potency means the concentration at half of the fitted maximal effect
Target sequence (Q27686 whole entry, looked up): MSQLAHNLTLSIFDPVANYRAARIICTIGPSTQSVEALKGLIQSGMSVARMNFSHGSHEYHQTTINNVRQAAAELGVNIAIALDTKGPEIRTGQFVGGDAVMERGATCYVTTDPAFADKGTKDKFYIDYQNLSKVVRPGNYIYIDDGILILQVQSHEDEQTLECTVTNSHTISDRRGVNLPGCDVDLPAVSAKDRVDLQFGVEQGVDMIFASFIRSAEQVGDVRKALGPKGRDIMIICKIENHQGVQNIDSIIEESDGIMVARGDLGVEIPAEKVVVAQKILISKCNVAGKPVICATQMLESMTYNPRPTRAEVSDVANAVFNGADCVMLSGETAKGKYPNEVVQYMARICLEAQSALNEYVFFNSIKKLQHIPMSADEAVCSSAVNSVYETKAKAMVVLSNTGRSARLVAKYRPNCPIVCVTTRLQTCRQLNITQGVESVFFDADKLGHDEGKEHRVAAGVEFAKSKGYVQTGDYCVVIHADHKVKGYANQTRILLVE
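In 50 mM imidazole pH 7.2 with 7 mM MgCl2, LmPK (0.1 nM) turned over PEP (0.5 mM) and ADP (0.1 mM) for 1 h at room temperature. Luciferase read-out of ATP.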
Starred values were filed as active, the others as inactive; ? = inconclusive; / = no result given; [ ] = another dose, or the depositor's remark. Unless noted, the call rests on the fitted dose curve; in most records, active means well fitted curve in the direction sought with a large enough effect; inconclusive means small, poorly fitted or top-dose-only effect, or another doubt; inactive means no such curve, though single readings can be large; an effect the other way counts as inactive or inconclusive. Unless noted, on the % scale 0 is the no-effect control and ±100 the full control effect.

SMILES	AMA1-RON2 inh	HCMV inh	AmpC detergent	TbPYK inhibitor	HCV inh	AmpC inh no detg	LmPK inh
COC(=O)c1ccc(CNC(=O)COC(=O)C23CC4CC(CC(C4)C2)C3)cc1	7%	-18	-8%	2%	1%	-6%	3%
COCC(=O)Nc1ccc(S(=O)(=O)Nc2nccs2)cc1	1%	10	2%	3%	28%	-14%	1%
O=C(NCCc1ccc(Cl)cc1)C1CC(=O)N(C2CCCC2)C1 (configuration not stated)	0%	-39	-15%	11%	1%	10%	7%
O=C(O)/C=C/c1ccc(S(=O)(=O)NCc2cccnc2)cc1	2%	8	-13%	-3%	-5%	-18%	-2%
O=C(O)CC(c1ccccc1)N1C(=O)c2cccc([N+](=O)[O-])c2C1=O (configuration not stated)	2%	56	-14%	1%	5%	-12%	-2%
CC1CCN(Cc2cc(=O)oc3ccc4ccccc4c23)CC1	0%	-1	7%	-5%	-20%	-29%	0%
O=c1[nH]nc(Sc2ncnc3sccc23)n1CCc1ccccc1	25%	-95*	-2%	-17%	-29%	-27%	-9%
COc1ccc2nc(NC(=O)CSc3n[nH]c(N)n3)sc2c1	56%[activator]	27	?	-2%	?	-25%	/
CCN(CC(=O)NCc1cccs1)C(=O)CCC(=O)c1ccc(F)cc1	-4%	-16	?	-1%	22%	1%	/
CC(C)C(=O)Nc1nnc(SCC(=O)NCC2CCCO2)s1 (configuration not stated)	0%	-7	0%	-5%	6%	-11%	-12%
Cc1ccccc1N1CCN(S(=O)(=O)c2nnc(NC(=O)CC(C)C)s2)CC1	0%	-2	-9%	5%	8%	-25%	-3%
CCc1cc(C(=O)Nc2cnn(Cc3ccc(F)cc3)c2)no1	/	55	3%	-2%	/	/	/
O=C(Cc1cccs1)NCc1ccccc1	6%	42	?	-6%	1%	-4%	-11%
CC1CCCCC1NC(=O)CNC(=S)N1CC2CC(C1)c1cccc(=O)n1C2 (configuration not stated)	7%	-15	-8%	28%	?	8%	2%
CCOc1ccccc1NC(=O)NCc1ccc(F)cc1	-15%	-28	-9%	3%	?	-28%	-2%
COc1ccccc1CNC(=O)c1cnn(-c2ccc(F)cc2F)c1C1CCN(C(=O)OC(C)(C)C)CC1	/	?	-2%	-2%[15.4 µM]	/	/	/
Cc1sc2nc3c(C(=O)N4CCCC4)cc(C(=O)c4ccccc4O)cn3c(=O)c2c1C	10%	-6	-8%	-4%	?	-20%	-5%
Cc1ccc(CN2CCNC(=O)C2CC(=O)N(C)CCc2cnn(C)c2)cc1 (configuration not stated)	20%	?	5%	1%	/	3%	-3%
COc1ccc(C2C(C(=O)Nc3cccnc3)=C(C)Nc3nc(SCc4ccccc4)nn32)cc1 (configuration not stated)	/	-9	-2%	-7%	/	/	/
CC(C)NC(=O)c1cnc(Sc2ncc(C(F)(F)F)cc2Cl)n1C	8%	-22	-11%	-8%	13%	11%	-11%
O=C(Cn1cccc1C(=O)c1ccccc1)NCc1ccccc1	0%	17	0%	-4%	-41%	-8%	7%
CCC(=O)Nc1ccc2nc(C)n(CC(=O)Nc3ccccc3)c(=O)c2c1	34%[activator]	2	-2%	0%	1%	-6%	-2%
CC(C)CC(NC(=O)CNC(=O)C1O[C@@H]2OC(C)(C)O[C@@H]2[C@H]2OC(C)(C)O[C@@H]12)C(=O)O (some centres not stated)	-2%	31	-7%	4%	14%	-14%	8%
O=C(CN1C(=O)c2ccccc2S1(=O)=O)NC1CCCC1	-4%	69	1%	5%	6%	-7%	0%
COc1ccc(C(=O)COC(=O)c2ccc3c(c2)NC(=O)CS3)c(OC)c1	21%	-24	-5%	4%	?	-46%	/

The results go on:
SMILES	AMA1-RON2 inh	HCMV inh	AmpC detergent	TbPYK inhibitor	HCV inh	AmpC inh no detg	LmPK inh
CC(=O)c1cccc(NC(=O)COc2cc3oc(=O)c(CC(C)O)c(C)c3cc2Cl)c1 (configuration not stated)	-2%	?	-8%	-1%	?	146%[activator]	1%
COc1ccc(NC(=O)CSCC(=O)N2c3ccccc3CCc3ccccc32)cc1	-7%	-24	-1%	8%	2%	12%	2%
Cc1cccnc1NC(=O)C(C)N1C(=O)c2ccccc2C1=O (configuration not stated)	-4%	-12	6%	3%	21%	1%	5%
Cc1nc2ncnn2c(C)c1Cc1cccc(F)c1	16%	6	1%	9%	15%	-16%	1%
COC(=O)CNC(=O)COC(=O)c1cc(F)c(F)cc1Cl	-2%	36	5%	2%	6%	-6%	4%
CCOC(=O)CSc1nnc(-c2cccc(Br)c2)o1	7%	4	4%	-16%	16%	-11%	-1%
O=C(Nc1ccccc1F)C1CCCN1S(=O)(=O)c1cccc2nsnc12 (configuration not stated)	0%	-32	0%	3%	12%	-16%	-2%
CCC1CN(C(=O)Nc2ccccc2C(F)(F)F)c2ccccc2O1 (configuration not stated)	/	53	10%	7%	/	/	/
Cc1ccc(C2NC(=O)c3ccccc3O2)cc1 (configuration not stated)	0%	-27	-1%	9%	13%	-15%	-4%
Cc1[nH][nH]c(=O)c1N=Nc1ccccc1C#N	/	-6	4%	/	/	-30%	-3%
Cc1ccc(C(O)c2ncc(-c3ccc4ccccc4c3)[nH]2)cc1F (configuration not stated)	-2%	44	/	-5%	/	/	/
O=C(c1ccncc1)N1CCN(S(=O)(=O)c2cc(C(F)(F)F)cc(C(F)(F)F)c2)CC1	-14%	-3	?	-1%	-2%	-2%	/
O=c1cc(NC2CCCCC2)c2ccccc2o1	17%	?	-6%	-4%	?	-29%	0%
COc1cccc(C(=O)NC2CCCc3c2cnn3-c2cc(C)cc(C)c2)c1 (configuration not stated)	7%	?	?	3%	?	71%[activator]	0%
CC(C)(C)c1ccc(C(=O)CSc2ncn[nH]2)cc1	-7%	97	?	?	?	-26%	5%
O=C(Cn1c(=O)n(-c2ccc(Cl)cc2)c(=O)c2c3c(sc21)CCCCC3)Nc1cccc(Cl)c1	/	20	19%	6%	/	/	/
O=c1cccc2n1CC1CC2CN(c2ncnc3c2cnn3-c2ccc(Cl)cc2)C1 (configuration not stated)	35%[activator]	18	?	3%	2%	-3%	-3%
O=C(c1ccco1)c1cn(CC(=O)N2CCCCC2)c2ccccc12	-4%	52	4%	1%	-2%	-20%	-1%
O=C(c1ccco1)N1CCN(Cc2cc(=O)c(OCc3ccccc3F)co2)CC1	9%	-33	-9%	-6%	6%	-2%	/
Cc1ccc(C(=O)Nc2nc(C(N)Cc3ccc(C(F)(F)F)cc3)cs2)cc1 (configuration not stated)	96%[activator]	-23	/	1%	/	/	/
Cc1ccc(NC(=O)CS(=O)CC(=O)N(CC(=O)NC2CCCC2)c2cc(C)ccc2C)cc1 (configuration not stated)	8%	-14	?	-15%	7%	3%	7%
O=C(Nc1ccccc1)C1CC2CCC1C2 (configuration not stated)	5%	-3	-14%	0%	-11%	-11%	-5%
COc1cccc(-c2nc(C(N)=O)c3[nH]c(=O)n(-c4ccccc4)c3n2)c1OC	40%[activator]	10	?	-3%	?	-26%	3%
O=C(Nc1ccc2nc(SCC(=O)N3CCOCC3)sc2c1)c1cccc(F)c1	/	-13	15%	0%	/	/	/
O=C1CCN(S(=O)(=O)c2ccccc2)CCN1CCOCc1ccc(F)cc1	0%	-8	6%	0%	-9%	-2%	2%

Going on with the list.
SMILES	AMA1-RON2 inh	HCMV inh	AmpC detergent	TbPYK inhibitor	HCV inh	AmpC inh no detg	LmPK inh
COc1ccccc1N1CCN(C(=O)Cc2c(C(=O)O)[nH]c3ccc(Cl)cc23)CC1	-5%	11	?	7%	?	-1%	10%
C[C@H]1CCC(=O)N([C@H](COc2ccccc2)Cc2ccccc2)CC1	1%	?	-11%	1%	-9%	159%[activator]	4%
Cc1ccccc1CC(=O)N1CCN(S(=O)(=O)c2ccc(Cl)s2)CC1	-5%	-10	/	-4%	-3%	-3%	/
O=C(c1cccs1)N(CC1CCCO1)c1nc(-c2ccccc2)cs1 (configuration not stated)	6%	-34	-10%	-23%	?	-4%	-2%
Cc1ccc(NS(=O)(=O)c2cccc(C(=O)NCCCN3CCOCC3)c2)cc1	1%	-22	-14%	0%	12%	-28%	/
C=CCNc1nnc(SCC(=O)N2CCCCC2)c2ccccc12	10%	-19	?	-6%	/	-11%	3%
Cn1nnc2cc(C(=O)NC(C)(C)C)ccc21	8%	3	?	3%	14%	-6%	3%
CC1CCCN(c2ccc(C(=O)N3CCC4(CC3)OCCO4)cc2[N+](=O)[O-])C1 (configuration not stated)	?	-25	-1%	-2%	27%	108%[activator]	3%
Cc1cccc2c3c([nH]c12)C(=O)CC(C)(C)S3	4%	-37	9%	-9%	-26%	-16%	-15%
O=C(CC1NCCc2ccccc21)Nc1ccc(Cl)cc1 (configuration not stated)	18%	-5	-11%	-10%	-16%	-11%	0%
CC1C(=O)NC(=O)C1c1ccccc1 (configuration not stated)	1%	18	-7%	-1%	-7%	0%	-3%
NC(=O)c1cccc2ccccc12	0%	-32	-6%	1%	9%	-9%	-2%
COc1ccc(-n2c(N)cc(=O)[nH]c2=O)cc1	16%	/	0%	2%	5%	-2%	4%
COc1cc(OC)c(C(=O)OCC(=O)NC23CC4CC(CC(C4)C2)C3)cc1OC	64%[activator][11.6 µM]	-14	/	-17%	21%	-5%	/

By substructure, those above with a COOH group
SMILES	AMA1-RON2 inh	HCMV inh	AmpC detergent	TbPYK inhibitor	HCV inh	AmpC inh no detg	LmPK inh
O=C(O)/C=C/c1ccc(S(=O)(=O)NCc2cccnc2)cc1	2%	8	-13%	-3%	-5%	-18%	-2%
O=C(O)CC(c1ccccc1)N1C(=O)c2cccc([N+](=O)[O-])c2C1=O (configuration not stated)	2%	56	-14%	1%	5%	-12%	-2%
CC(C)CC(NC(=O)CNC(=O)C1O[C@@H]2OC(C)(C)O[C@@H]2[C@H]2OC(C)(C)O[C@@H]12)C(=O)O (some centres not stated)	-2%	31	-7%	4%	14%	-14%	8%
COc1ccccc1N1CCN(C(=O)Cc2c(C(=O)O)[nH]c3ccc(Cl)cc23)CC1	-5%	11	?	7%	?	-1%	10%

Part of the list above with just LmPK inh, AMA1-RON2 inh and AmpC detergent:
Molecule | LmPK inh | AMA1-RON2 inh | AmpC detergent
O=c1[nH]nc(Sc2ncnc3sccc23)n1CCc1ccccc1 | -9% | 25% | -2%
Cc1ccc(NC(=O)CS(=O)CC(=O)N(CC(=O)NC2CCCC2)c2cc(C)ccc2C)cc1 (configuration not stated) | 7% | 8% | ?
O=C(Cn1cccc1C(=O)c1ccccc1)NCc1ccccc1 | 7% | 0% | 0%
